ERK EGF block: qHTS Assay for Inhibitors of the ERK Signaling Pathway using a Homogeneous Screening Assay; Stimulation with EGF. Potency, µM (doses to about 11.5 µM), inactives show at the top dose activity change, negative = inhibition, usual class: inhibitors. HEK293-V1b, EGF-stimulated phospho-ERK AlphaScreen. 0.41% of 130,000 active; active means well fitted inhibition curve with a large enough effect; inconclusive means small, poorly fitted or top-dose-only effect, or effect the other way;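 further: plate controls were stimulated vehicle wells for no effect and unstimulated vehicle basal for full effect; nearly all actives have a fitted effect of over 55% in size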
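In this qHTS, HEK293 cells with stable type-1 vasopressin (V1b) receptor were exposed to compound at 37C for 30 min, stimulated 5 min with EGF at 25 nM, lysed, and probed for phospho-ERK by AlphaScreen.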
Numbers without * were called inactive; ? = inconclusive; & = joins results of further samples; [ ] = dose if it differs, or a comment. Potency means the concentration at half of the fitted maximal effect. Not all compounds are listed (hit frequency here may not be typical).

SMILES	ERK EGF block
CCn1nnnc1SCC(=O)N1CCCc2ccccc21	-5.8%
O=C1c2ccccc2-c2onc3ccc(N4CCCC4)c1c23	?
Cc1cc([N+](=O)[O-])nn1Cc1ccc(F)cc1	5.8%
CC(C)(C)C(=O)NC(NC(=S)Nc1ccc(S(N)(=O)=O)cc1)C(Cl)(Cl)Cl (configuration not stated)	-5.2%
O=C(C1=C(O)C(=O)N(CCc2ccccc2)C1c1ccncc1)c1cc2ccccc2o1 (configuration not stated)	-4.5%
S=c1[nH]nc(Cc2cccs2)n1-c1cccc2ccccc12	2.8%
Cc1c(NC(=O)c2ccccc2)c(=O)n(-c2ccccc2)n1C	0.7%
Cn1cnnc1Sc1ccc(C(=O)NCCC(c2ccccc2)c2ccccc2)cc1[N+](=O)[O-]	7.0%
O=C(Cc1ccc2c(c1)CCCC2)Nc1ccc2ccccc2c1	7.9%
Nc1nc2nccc(-c3cccnc3)n2n1	-12.8%
CCCN(Cc1cc2cc(C)ccc2[nH]c1=O)C(=O)c1cccc([N+](=O)[O-])c1	?
Cc1cc(C)nc(SCc2ccc(C(=O)N/N=C3\CCCC(=O)C3)cc2)n1	1.7%
CN(C)S(=O)(=O)c1ccc(NC(=O)COC(=O)Cn2[nH]c(=O)c3ccccc3c2=O)cc1	7.1%[57.5 µM]
CCOc1cc(NC(=S)NCCCN2CCOCC2)c(OCC)cc1NC(=O)c1ccc(OC)cc1	2.6%
CN(C1CCCCC1)S(=O)(=O)c1ccc(NC(=O)CCC(=O)O)cc1	9.9%
Cc1nn2c(NCc3ccccn3)c3c(nc2c1-c1ccccc1)CCC3	6.5%[57.5 µM]
CCn1c(C)nc2cc(C(=O)NNC(=S)Nc3ccc(Cl)cc3Cl)ccc21	7.8%
CCc1nc2sc(C(=O)O)c(N)c2c2c1CCCC2	-3.8%[57.5 µM]
NS(=O)(=O)c1cc2c(cc1Cl)NC(Cc1ccccc1)NS2(=O)=O (configuration not stated)	3.3%[57.5 µM]
CC(N)C12CC3CC(CC(C3)C1)C2 (configuration not stated)	-3.5%[57.5 µM]
O=C1c2ccccc2-c2ncnc3c(N4CCOCC4)cc(N4CCOCC4)c1c23	?
CN(Cc1ccccc1)CC(O)COc1ccc(CNCc2ccc(Cl)s2)cc1 (configuration not stated)	0.9%
O=C(CSc1oc(-c2ccc(F)cc2)nc1S(=O)(=O)c1ccc(F)cc1)NCC1CCCO1 (configuration not stated)	4.9%
CCc1c(C)sc(NC(=O)/C=C/C(=O)O)c1C(N)=O	3.9%
CC(=O)c1ccsc1B(O)O	-4.8%

Compounds shown so far that contain fluorine, in the order listed:
SMILES	ERK EGF block
Cc1cc([N+](=O)[O-])nn1Cc1ccc(F)cc1	5.8%
O=C(CSc1oc(-c2ccc(F)cc2)nc1S(=O)(=O)c1ccc(F)cc1)NCC1CCCO1 (configuration not stated)	4.9%

(continued)
SMILES	ERK EGF block
CSCC(=O)Nc1cc(C)on1	-14.1%[57.5 µM]
Oc1ccc(/C=N/NC(=S)N2CCOCC2)cc1	-8.0%
CC(C)C[C@H]1C(=O)N2CCC[C@H]2[C@]2(O)O[C@](NC(=O)[C@@H]3C=C4c5cccc6[nH]c(Br)c(c56)CC4N(C)C3)(C(C)C)C(=O)N12 (some centres not stated)	-17.7%[57.5 µM]
Clc1ccc(C2CC(c3ccco3)n3ncnc3N2)cc1Cl (configuration not stated)	-12.6%
CCC/C=C(\CCC)C(NS(=O)(=O)c1ccc(C(F)(F)F)cc1)c1ccccc1 (configuration not stated)	-6.6%&2.3%
CCN(CC)S(=O)(=O)c1ccc(N2CCOCC2)c(NS(=O)(=O)c2ccc(OC)cc2)c1	-1.9%[57.5 µM]
CCCCNc1nc(C)nc2c1nc(-c1ccccc1)n2C1CCN(Cc2ccccc2)C1 (configuration not stated)	-6.3%
COCC(=O)N1CCC2(CC1)CCN(c1cccc(-c3ccccc3)c1)CC2	15.1%
O=C(N/N=C/c1ccc(-c2ccccc2C(=O)O)o1)c1cccs1	8.2%
CC(OC(=O)CCc1nc(=O)c2ccccc2n1C)C(=O)NCc1ccc2c(c1)OCO2 (configuration not stated)	-3.6%
CCOC(=O)C1=C(C)NC(=S)NC1c1ccsc1 (configuration not stated)	-4.3%
NNC(=O)c1ccc(CSc2cccc3cccnc23)cc1	-11.5%
CCOc1ccc(-c2csc(/C(C#N)=C\c3ccc(O)c([N+](=O)[O-])c3)n2)cc1	12.6µM*
FC(F)(F)c1nnc2ccc(Sc3ccccn3)nn12	-0.7%
CCOC(=O)C(Cc1ccccc1)C(=O)Nc1ccc(N(CC)CC)cc1 (configuration not stated)	6.1%
COc1ccc(/C=C/CN2CCCC(C(=O)c3cc(F)ccc3F)C2)cc1 (configuration not stated)	?
Cc1onc(C(=O)N2CCN(Cc3ccccc3)CC2)c1[N+](=O)[O-]	-5.6%
Cc1c(Br)c(C(=O)NCc2cc3cc(Cl)ccc3[nH]2)nn1C	-6.8%
O=C(CSCc1ccc(F)cc1)NCc1ccc2c(c1)OCO2	3.0%
CCN1CCN(c2cc(C)c3cc(NC(=S)NCCCN4CCc5ccccc5C4)ccc3n2)CC1	-7.1%
CCOC(=O)N1[C@@H]2C=C(C)[C@@H]2[C@@H]2[C@@H](C)C(=O)N21	11.9%
COc1cc(C(=O)N2CCN(S(=O)(=O)c3cccs3)CC2)cc(OC)c1C	4.7%
CCCCCCN1C=CC=C/C1=C/C=C(C#N)C#N	10.1%
Cc1occc1C(=O)Nc1nnc(-c2cccs2)s1	4.9%
Cc1cccc(NC(=O)CSc2c3c(nc4ccccc24)CCC3)n1	-7.2%
SMILES	ERK EGF block
COc1ccc(NC(=O)NCCc2cccc(Cl)c2)cc1OC	-2.9%
O=C1c2c(O)cc(O)cc2O[C@H](c2ccc(O)c(O)c2)[C@@H]1O	5.8%[57.5 µM]
O=C1CCN(Cc2ccccc2)S(=O)(=O)c2ccccc21	-1.9%[57.5 µM]
CC(C)C1(C(C)C)OC(=O)c2ccccc21	2.8%
O=C(CCCSc1nc2ccccc2[nH]1)NC(c1ccccc1)c1ccccc1	-2.7%
Cc1ccc(NS(=O)(=O)c2ccc(CCC(=O)NCc3cccnc3)cc2)cc1	-10.6%
Cc1ccc(-c2onc3ccc(C4OCCO4)cc23)cc1	-1.5%
N#Cc1cc2c(nc1Cl)CCC2	10.1%[57.5 µM]
O=C(CSc1ccc(-c2ccccc2)nn1)Nc1ccc2c(c1)OCCO2	-3.7%
CC1(C)CC(=O)C2=C(C1)N=C1SCCC(=O)N1C2c1cccc([N+](=O)[O-])c1 (configuration not stated)	13.9%
CCOn1c(=O)c(-c2cccc([N+](=O)[O-])c2)[n+]([O-])c2ccccc21	1.5%
CC(C)(C)C(=O)C[n+]1cccc(C(N)=O)c1	-4.3%
OCn1c2ccccc2c2ccccc21	-8.9%[57.5 µM]
Cc1ccc(S(=O)(=O)N2CCCCC2)cc1NC(=O)COC(=O)CNC(=O)c1cc(Cl)cc([N+](=O)[O-])c1	-4.5%
Clc1ccc(CSc2ncnc3nc[nH]c23)cc1	-14.5%
NS(=O)(=O)c1ccc(CCNC(=O)CN2CCN(c3ccccc3F)CC2)cc1	3.8%
Cc1nnc(SCC(=O)NC2CC2)n1CC1CCCO1 (configuration not stated)	-6.0%
Cc1cccc(Oc2ccc(NC(=O)c3ccccc3C(=O)O)cc2)c1C	0.4%
COC(=O)c1sccc1NC(=O)c1cccs1	14.4%[57.5 µM]
Clc1cccc(C[n+]2cc(-c3ccccc3)n3c2CCC3)c1	4.5%
COc1ccccc1NC(=O)c1ccc(COc2ccc3c(c2)CCC3)cc1	6.7%
CN1C(=O)S/C(=C/c2ccccc2OCc2ccc(C(=O)O)cc2)C1=O	?
O=C(CN(C(=O)Cn1nnc(-c2ccc(F)cc2)n1)c1cnc2ccccc2c1)NCC1CCCO1 (configuration not stated)	7.4%
CC(C)[C@H](NC(=O)c1ccccc1)C(=O)OCc1nnc(-c2ccccc2)o1	13.7%
COc1ccccc1/C=C/C(=C1/C(=O)N(c2ccccc2)N=C1C)c1ccc(C)cc1	?

Shown as a hit in ERK EGF block, of those listed so far:
SMILES	ERK EGF block
CCOc1ccc(-c2csc(/C(C#N)=C\c3ccc(O)c([N+](=O)[O-])c3)n2)cc1	12.6µM*

Following part:
SMILES	ERK EGF block
O=C(c1cc2ccccc2oc1=O)N(Cc1cccs1)Cc1cccs1	2.0%
COc1cccc(CNC(=O)N[C@@H](C)C(=O)O)c1	-2.8%[57.5 µM]
O=C(c1ccc2c(c1)OCO2)C1CCCN(C2CCN(CCc3ccccc3)CC2)C1 (configuration not stated)	?
C=C(C)CN=C1SC(C(=O)Nc2sc3c(c2C(=O)OC)CCC3)C(N)=C1C(N)=O (configuration not stated)	1.5%
CN(C)C(=N)c1n[nH]nc1SCc1ccccc1	-2.2%
COc1cc(OC)c(C(=O)CCCN2CCCC2)c(OC)c1	-1.7%[57.5 µM]
CC1CCN(C2CC(=O)N(c3ccccc3)C2=O)CC1 (configuration not stated)	-2.8%
CC(=O)Oc1ccc2c(c1OC(C)=O)OCC1(O)Cc3c(cc(OC(C)=O)c(OC(C)=O)c3OC(C)=O)C21 (configuration not stated)	?
O=[N+]([O-])c1cc(Cl)cc(/C=N/n2cnnc2)c1O	7.0%
CC12CCC(C(=O)N(CSC(=S)N/N=C\c3ccccc3Cl)C1=O)C2(C)C (configuration not stated)	-6.0%
Cc1cc(C)cc(NS(=O)(=O)c2ccc(NC(=S)Nc3ccccc3)cc2)c1	10.8%
CCOC(=O)N1CCC(N2CCCC(C(=O)c3ccccc3OC)C2)CC1 (configuration not stated)	-2.5%
COc1cccc(C(=O)NC2CCN(CC(=O)Nc3cccc(C)c3C)CC2)c1	1.3%
O=C(Cc1ccccc1)NNC1=NS(=O)(=O)c2ccccc21	4.1%
COc1cccc(NC(=O)c2cc(Cl)nnc2Cl)c1	12.1%
COC(=O)C1=C(C(=O)OC)[C@@H]2N(C)c3ccccc3[C@@]23C[C@@H](C(=O)OC)N(C(=O)c2ccc(Br)cc2)C3=N1	7.4%[57.5 µM]
COc1ccc(-c2nn(C)c(=O)c3ccccc23)cc1CNC(=O)NC1CCCCC1	-2.7%
COC(=O)c1cccc(N2C(=O)C3CC=CCC3C2=O)c1 (configuration not stated)	-2.5%
CC(=O)c1cc(CC(=O)N2CCc3c([nH]c4ccccc34)C2c2ccccn2)cs1 (configuration not stated)	-1.9%
COc1ccc(C2=C(Nc3ccc(C)cc3)c3ccccc3C2=O)cc1	-8.9%
Cc1cccc(NC(=O)N2CCC(NC(=O)c3ccco3)CC2)c1	22.7%
NNC(=O)c1ccc(COc2ccc([N+](=O)[O-])cc2)o1	6.3%[57.5 µM]
CCCCOc1ccc(CSC(CC(=O)O)C(=O)O)cc1 (configuration not stated)	9.5%
CCN(CC)CCN(C(=O)c1cccc([N+](=O)[O-])c1)c1nc2ccc(OC)cc2s1	-5.0%
COC(=O)c1ccc(C(=O)OC)c(NC(=S)N2CC(C)CC(C)C2)c1 (configuration not stated)	1.2%
SMILES	ERK EGF block
CCc1nnc(NC(=O)CN2CCN(c3ccccc3F)CC2)s1	-7.5%
C#CCNc1cc(-c2ccccc2)nc2ncnn12	2.7%
COc1ccccc1/C=C/C(=O)NCC(=O)N1CCC(N(C)C2CCCC2)CC1	-5.3%
COC(=O)c1ccccc1NC(=O)Nc1ncccc1C	-8.3%
Cc1c(NC(=O)C(C)OC(=O)c2cccnc2)c(=O)n(-c2ccccc2)n1C (configuration not stated)	-4.1%
Cc1ccc(OCCN2C(=O)NC3(CCc4ccccc4C3)C2=O)cc1 (configuration not stated)	6.3%
COC(=O)c1cnc(Oc2ccc(NC(=O)NC(=O)c3c(F)cccc3F)cc2)cc1C(F)(F)F	-16.4%[57.5 µM]
COC(=O)c1cc(NC(=O)c2cc(-c3ccc(OC)cc3)oc2C(F)(F)F)ccc1N1CCOCC1	-11.9%[57.5 µM]
O=C(NNC(=S)NCc1ccccc1)c1ccc(OC(F)F)cc1	5.2%
COc1cc(N(C)C)c([N+](=O)[O-])cc1C(=O)N1CCN(Cc2ccccc2)CC1	-4.2%
O=c1cc(C(F)(F)F)[nH]c2c(OC(F)(F)F)cccc12	6.5%[57.5 µM]
O=C(c1cnc2sccn2c1=O)N1CCN(c2ccccc2Cl)CC1	15.7%[57.5 µM]
Cc1ccc(NC(N)=S)cc1C	3.8%
CC1=NN(c2ccccc2)C(=O)/C1=C/c1cccs1	4.6%
O=C(COc1ncnc2sccc12)Nc1cccc(S(=O)(=O)N2CCCC2)c1	-2.6%[57.5 µM]
CC(C)(C)NCCOc1ccc2ccccc2c1	-8.6%
COc1ccccc1N(C)S(=O)(=O)c1ccc(C(=O)OCC(=O)N(C)c2ccccc2)cc1	-5.1%
C=CCn1c(-c2csc3c2CCC(C)C3)n[nH]c1=S (configuration not stated)	4.4%
CSCC[C@H](NC(=O)OC(C)(C)C)C(=O)N/N=C/c1cc2ccc(C)cc2nc1Cl	-7.9%
CCOc1cc(CNc2ccc(S(N)(=O)=O)cc2)cc(Cl)c1OC	20.8%
CCOC(=O)Cc1csc(NC(=O)/C=C\c2ccccc2Cl)n1	-10.3%
COc1ccc(S(=O)(=O)NC(C)C)cc1C(=O)N1CCOCC1	0.2%

Reformatted: four of the compounds above
Cc1ccc(OCCN2C(=O)NC3(CCc4ccccc4C3)C2=O)cc1 (configuration not stated)
  ERK EGF block = 6.3%

COC(=O)c1cnc(Oc2ccc(NC(=O)NC(=O)c3c(F)cccc3F)cc2)cc1C(F)(F)F
  ERK EGF block = -16.4%[57.5 µM]

COC(=O)c1cc(NC(=O)c2cc(-c3ccc(OC)cc3)oc2C(F)(F)F)ccc1N1CCOCC1
  ERK EGF block = -11.9%[57.5 µM]

O=C(NNC(=S)NCc1ccccc1)c1ccc(OC(F)F)cc1
  ERK EGF block = 5.2%

Quoted at random: 2 compounds from above
SMILES	ERK EGF block
C#CCNc1cc(-c2ccccc2)nc2ncnn12	2.7%
C=CCn1c(-c2csc3c2CCC(C)C3)n[nH]c1=S (configuration not stated)	4.4%
